High-throughput results as filed in PubChem BioAssay.
DDE Tn7 FP inh: disrupts Tn7 cyclic peptide binding to fibrin D-Dimer-E complex; P02675; FP displacement of FITC-Tn7 peptide from fibrin DD(E); 0% = median of compound wells per plate; inhibition, % at 8.3 µM; 370,000 tested, 0.13% active; AID 720508;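 active means inhibition above the mean of compounds falling within the control limits plus 3 SD of them, cut at about 14% in these data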;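 further: 0% = plate median of compound wells and 100% = 10 µM Aha-Tn7 peptide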
Target sequence (P02675 whole entry, looked up): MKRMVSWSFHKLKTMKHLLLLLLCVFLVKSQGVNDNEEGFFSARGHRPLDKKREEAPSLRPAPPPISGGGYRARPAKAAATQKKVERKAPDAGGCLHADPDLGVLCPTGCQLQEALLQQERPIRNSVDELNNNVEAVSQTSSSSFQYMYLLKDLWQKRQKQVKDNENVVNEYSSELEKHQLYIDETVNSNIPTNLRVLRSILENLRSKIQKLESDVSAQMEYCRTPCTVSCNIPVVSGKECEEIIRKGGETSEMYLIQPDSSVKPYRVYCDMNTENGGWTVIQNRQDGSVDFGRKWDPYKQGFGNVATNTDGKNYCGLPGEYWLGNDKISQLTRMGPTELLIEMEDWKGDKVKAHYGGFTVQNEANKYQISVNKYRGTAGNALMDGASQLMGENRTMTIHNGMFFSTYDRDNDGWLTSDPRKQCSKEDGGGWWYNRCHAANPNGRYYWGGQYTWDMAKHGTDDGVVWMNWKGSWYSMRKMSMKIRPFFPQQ
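Test system: human clot-derived fibrin DD(E) complex / Quantity: 2 µM final DD(E) protein / Incubation: 10 min plus 3 h, room temperature / Measured by: fluorescence polarization / Benchmarks: high control of 10 µM Aha-Tn7 peptide / Replicates: singlicate testing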
TCR-CD3 inh: inhibitors of human TCR-CD3 interaction; AID 651800; inhibition, % at 9.4 µM; TAMRA-labeled TCR probe fluorescence, biochemical; 360,000 tested, 0.37% active; in the data active means inhibition above about 19%;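 further: recombinant mutant TCR 2C K166C tagged with TAMRA read by polarization; 0% = receptor in buffer alone and 100% = receptor with positive control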
DDE Tn6 FP inh: DD(E)-Tn6 binding inhibition, primary FP screen | P02675 | Fibrin DD(E) TRITC-Tn6 fluorescence polarization displacement | inhibition, % at 8.3 µM | 370,000 tested, 0.21% active | AID 720509;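 active means inhibition above a per-campaign cutoff: mean of compounds within control limits plus 3 SD, cut at about 15% in these data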;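 further: 0% = median of all compound wells on the plate and 100% = blocking peptide control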
MBD2 inh: blocks human MBD2 binding to methylated DNA. Q9UBB5. TR-FRET, MBD2 binding to methylated oligonucleotide. inhibition, % at 4.4 µM. 370,000 tested, 0.31% active; in the data active means inhibition above about 13%
UHRF1 MBD2 ctr: human UHRF1 methylated DNA binding inhibitors; Q96T88; UHRF1 binding to methylated oligo, TR-FRET; inhibition, % at 4.4 µM; 370,000 tested, 0.75% active; AID 687016; in the data active means inhibition above about 21%;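 further: UHRF1 SRA domain binding a hemimethylated CpG hairpin DNA probe; 0% = median of test compound wells and 100% = reference inhibitor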
TDP2 absorb: blocks human TDP2 phosphodiesterase activity | O95551 | recombinant TDP2, T5PNP hydrolysis, p-nitrophenol absorbance 415 nm | inhibition, % at 12.8 µM | 370,000 tested, 0.34% active;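 active means inhibition above the mean of all tested compounds plus 3 SD, set per campaign, cut at about 25% in these data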;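 further: 0% = DMSO with enzyme and 100% = buffer with substrate but no TDP2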
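Incubation: 2 h at 37 °C; Test system: recombinant human TDP2; Quantity: enzyme 120 nM; Read-out basis: percent inhibition; Medium: 50 mM Tris-HCl pH 7.5 with Mg2+, KCl, DTT, BSA; Repeats: single replicate; Compound: 12.8 µM single point, 1% DMSO; Signal: epi absorbance; Reagent: 5 mM T5PNP chromogenic substrate; Benchmarks: no-enzyme high, DMSO-plus-enzyme low.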
proKLK7 act: proKLK7 (human) activation, primary screen; P49862; purified proKLK7, EDANS-DABCYL substrate fluorescence; 100% is mature enzyme control, 0% vehicle; activation, % at 7 µM; 370,000 tested, 0.9% active;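 active means activation above the mean of all tested compounds plus 3 SD, computed per campaign excluding outliers beyond control limits, cut at about 13% in these data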
SIAE inh: inhibitors of human sialic acid acetylesterase SIAE. 370,000 tested, 0.69% active. Q9HAT2. SIAE FP-Rh probe binding, fluorescence polarization. inhibition, % at 9.66 µM;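 active means inhibition above a cutoff: mean of compounds within the control limits plus 3 SD of those, cut at about 17% in these data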;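 further: 0% = plate median of compound wells and 100% = probe without SIAE protein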
Target sequence (Q9HAT2 whole entry, looked up): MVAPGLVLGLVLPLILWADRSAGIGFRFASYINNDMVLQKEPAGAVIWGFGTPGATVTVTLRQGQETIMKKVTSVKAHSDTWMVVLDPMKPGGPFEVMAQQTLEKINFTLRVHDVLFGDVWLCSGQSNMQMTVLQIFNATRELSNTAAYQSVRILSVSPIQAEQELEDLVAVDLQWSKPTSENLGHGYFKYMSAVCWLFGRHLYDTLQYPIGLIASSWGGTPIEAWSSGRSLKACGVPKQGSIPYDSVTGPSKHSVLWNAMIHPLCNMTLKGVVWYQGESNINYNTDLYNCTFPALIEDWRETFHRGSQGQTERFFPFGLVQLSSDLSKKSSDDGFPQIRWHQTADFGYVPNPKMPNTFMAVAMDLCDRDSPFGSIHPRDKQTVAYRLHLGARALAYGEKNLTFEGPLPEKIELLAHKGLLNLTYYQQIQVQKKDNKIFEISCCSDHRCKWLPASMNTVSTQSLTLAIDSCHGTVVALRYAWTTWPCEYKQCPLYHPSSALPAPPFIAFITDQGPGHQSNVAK
LEDGF integ inh: blocks HIV-1 LEDGF/p75-dependent DNA integration; TR-FRET IN-LEDGF/p75 DNA integration, Eu/Cy5; inhibition, % at 3.7 µM; 370,000 tested, 0.64% active;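 active means inhibition above the screen-wide mean plus 3 SD, cut at about 13% in these data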;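 further: signal is the Cy5 over europium emission ratio at 671 and 618 nm; 0% = plate median of compound wells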
PRMT1 inh: PRMT1 (human) inhibition, primary screen; inhibition, % at 2.79 µM; recombinant PRMT1, activity-based probe fluorescence polarization; Q99873; AID 652257; 370,000 tested, 1.3% active;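 active means inhibition above about 21% made by adding two undisclosed values, limit read from the data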
Active calls of the source: *; . = no result given.

Screens in order – DDE Tn7 FP inh	TCR-CD3 inh	DDE Tn6 FP inh	MBD2 inh	UHRF1 MBD2 ctr	TDP2 absorb	proKLK7 act	SIAE inh	LEDGF integ inh	PRMT1 inh
- Cc1nn(CC(C)C)c(Cl)c1C(=O)NCC1CCCO1 (stereo not drawn)
  1	4	3	4	-1	0	-0.7	3	1	-3
- c1ccc2[nH]c(SCc3cscn3)nc2c1
  -3	1	-3	2	0	7	0.2	3	-1	1
- O=C(OCc1cc(=O)n2ccsc2n1)c1ccccc1NCCO
  4	-6	7	31*	29*	3	5.6	3	-1	3
- Cc1ccc(S(=O)(=O)N2CCCCC2)cc1C(=O)OC1CCCCC1=O (stereo not drawn)
  6	0	4	-5	-4	21	0.2	9	2	-2
- CC(C)n1nnnc1C1c2ccccc2C(=O)N1CCOc1ccccc1 (stereo not drawn)
  -6	-5	-4	1	-1	2	-0.5	1	-2	-3
- COc1ccc(C2CC(c3cccs3)=NN2C(=O)COC(=O)c2cc3ccccc3cc2O)cc1OC (stereo not drawn)
  -1	4	1	3	-4	10	0.8	-6	23*	-4
- Brc1cc2c(cc1C1Nc3ccccc3C3C=CCC31)OCO2 (stereo not drawn)
  0	7	0	-3	1	-1	0.8	8	0	-1
- CN(C)CCCNC(=O)c1ccc(/C=N/O)nc1
  3	-10	-3	-3	5	-7	0.0	2	2	-3
- O=C(c1cccs1)N1CCCN(c2ncnc3scc(-c4ccccc4)c23)CC1
  -1	5	-1	4	-3	-10	0.6	1	4	-3
- CC(C)(C)n1cnc2cc(NCc3ccc(Br)cc3)ccc21
  0	8	1	-3	-1	8	0.0	2	5	6
- O=C(/C=C/c1ccco1)N1CCN(c2ccc(F)cc2)CC1
  -6	-2	-9	-4	-3	-2	0.3	3	0	9
- CCN1/C(=C2/SC(=S)N(NC(C)=O)C2=O)Sc2ccc(Cl)cc21
  1	1	4	-11	-12	-26	0.1	-2	1	0
- C[C@]12c3[nH]c4ccc(Cl)cc4c3CCN1C(=O)[C@@H](CC(=O)NCCc1ccccn1)C[C@@H]2C(=O)N1CCCCC1
  -4	-2	3	3	-1	-9	0.1	3	0	-5
- O=C(Cc1ccsc1)Nc1ccc(Cl)cc1Cl
  -3	6	2	-6	-3	21	0.5	-2	1	2
- CCOC(=O)c1sc(NC(=O)Nc2ccccc2F)nc1C
  -5	-9	4	3	3	4	-0.2	-7	-2	-3
- COc1ccc2[nH]c(=O)c(CN(CC3CCCO3)C(=S)Nc3ccc(C)cc3)cc2c1 (stereo not drawn)
  -3	-4	1	-1	1	8	0.8	3	-2	2
- Cc1ccc2c(c1)cc(C(=O)NCc1ccccc1)n2C
  10	-5	-2	1	0	7	-0.5	-10	-3	3
- CCc1ccc(C2(O)CC(C(F)(F)F)=NN2C(=O)Cc2ccc([N+](=O)[O-])cc2)cc1 (stereo not drawn)
  -7	-5	-6	-1	4	-5	-0.3	-1	-1	-2
- S=C(Nc1ccc(Cl)cc1Cl)NC1CCN(Cc2ccccc2)CC1
  0	11	9	4	-1	-5	-0.4	2	-1	0
- COc1ccc(-c2ccccc2)cc1NC(=O)c1cccs1
  -2	-5	-12	5	-3	6	-0.3	-6	0	-2
- C=CCn1c(P(=O)(O)c2ccccc2)nc2ccccc21
  -3	5	-4	3	4	-10	-0.4	0	2	2
- O=C(NCc1cccs1)c1nn2cccnc2c1Cl
  -3	6	-1	-4	-3	-1	0.0	8	0	0
- COCc1[nH]nc2c1C(c1ccccc1)N(Cc1ccccc1)C2=O (stereo not drawn)
  -1	5	-5	-3	1	-6	0.1	-4	4	-5
- Cc1ccc(C(=O)c2nccn2C)cc1C
  -7	0	-6	-3	-1	0	-0.6	1	2	-1
- CCN(CC)C(=O)CSc1nnc([C@H](Cc2c[nH]c3ccccc23)NC(=O)OC(C)(C)C)o1
  -6	6	5	2	-1	4	-0.1	-2	0	-1
- CNC(=S)N/N=C/c1cn(CCOc2cccc(OC)c2)c2ccccc12
  8	5	0	-7	-10	13	-2.5	22*	1	-3
- O=C(c1ccc(Cl)c(S(=O)(=O)N2CCOCC2)c1)N(Cc1nnc(-c2ccccc2Cl)o1)C1CC1
  -1	-5	0	-1	1	-6	0.6	9	-7	1
- O=S(=O)(NCCOc1ccccc1)c1ccc2ccccc2c1
  1	-2	3	3	2	0	-0.3	2	0	2
- Cc1ccc(C(=O)Nc2ncc(C)s2)o1
  -3	-4	-11	0	2	5	0.7	-2	-1	6
- CC(=O)N1CCC(N(CCN2CCOCC2)C(=S)Nc2cccc(C)c2)CC1
  3	8	4	-4	-3	6	-0.7	-2	0	-3

Given with values ahead of the structure: entries from further up
| DDE Tn7 FP inh | TCR-CD3 inh | DDE Tn6 FP inh | MBD2 inh | UHRF1 MBD2 ctr | TDP2 absorb | proKLK7 act | SIAE inh | LEDGF integ inh | PRMT1 inh | compound |
| --- | --- | --- | --- | --- | --- | --- | --- | --- | --- | --- |
| -2 | -5 | -12 | 5 | -3 | 6 | -0.3 | -6 | 0 | -2 | COc1ccc(-c2ccccc2)cc1NC(=O)c1cccs1 |
| -3 | 5 | -4 | 3 | 4 | -10 | -0.4 | 0 | 2 | 2 | C=CCn1c(P(=O)(O)c2ccccc2)nc2ccccc21 |

Entries of single compounds, looked up by structure:
Results for O=C(c1cccs1)N1CCCN(c2ncnc3scc(-c4ccccc4)c23)CC1 = DDE Tn7 FP inh: -1; TCR-CD3 inh: 5; DDE Tn6 FP inh: -1; MBD2 inh: 4; UHRF1 MBD2 ctr: -3; TDP2 absorb: -10; proKLK7 act: 0.6; SIAE inh: 1; LEDGF integ inh: 4; PRMT1 inh: -3
Results for CCOC(=O)c1sc(NC(=O)Nc2ccccc2F)nc1C = DDE Tn7 FP inh: -5; TCR-CD3 inh: -9; DDE Tn6 FP inh: 4; MBD2 inh: 3; UHRF1 MBD2 ctr: 3; TDP2 absorb: 4; proKLK7 act: -0.2; SIAE inh: -7; LEDGF integ inh: -2; PRMT1 inh: -3

The list continues.
Screens in order – DDE Tn7 FP inh	TCR-CD3 inh	DDE Tn6 FP inh	MBD2 inh	UHRF1 MBD2 ctr	TDP2 absorb	proKLK7 act	SIAE inh	LEDGF integ inh	PRMT1 inh
- CN1C(=O)/C(=C\c2ccc(N(C)C)cc2)OC1=S
  -8	-3	5	0	-2	10	-0.1	-6	0	-10
- CCOc1ccc(Nc2nc3ccccc3n3cnnc23)cc1
  -3	1	-1	3	-6	6	-0.4	5	-3	-2
- CCc1ccc(-c2cc3c(=O)n(CC(=O)N4CCCCCC4)nc(C)n3n2)cc1
  -3	-6	0	2	3	17	0.0	-2	-2	0
- Brc1ccc(OCc2nnc3n2CCC3)cc1
  4	-6	-1	-1	3	8	0.5	0	-2	3
- OCCSc1nc(-c2cccnc2)nc2ccccc12
  -2	-1	11	-3	-6	-9	-0.8	-1	-4	6
- C=CCNC(=O)c1ccccc1NC(=O)c1ccccc1
  -3	1	-9	-4	-3	4	0.7	3	0	-3
- O=C(N/N=C/c1cc2c(cc1Br)OCO2)C1COc2ccccc2O1 (stereo not drawn)
  3	-1	-4	3	10	0	-0.4	-8	-1	1
- CC[C@]12c3[nH]c4ccc(Cl)cc4c3CCN1C(=O)[C@@H](CC(=O)NCc1cccc(C(F)(F)F)c1)C[C@@H]2C(=O)N1CCN(C(=O)C2CC2)CC1
  5	-5	2	6	0	-5	0.7	3	-2	3
- Cc1[nH]nc2c1C(c1ccoc1)C(C#N)=C(N)O2 (stereo not drawn)
  -3	7	5	-3	-8	-2	-0.1	-1	3	-2
- CCSc1oc(-c2ccco2)nc1S(=O)(=O)c1ccc(C)cc1
  8	-4	-10	1	-4	15	-0.1	-1	0	7
- COc1ccc(CC(=O)N/N=C(\C)c2ccc(Br)s2)cc1
  -2	3	11	3	0	9	-0.7	-6	0	-2
- COc1cccc(C2=NOC(C(=O)NCc3cccs3)C2)c1 (stereo not drawn)
  6	3	-1	6	8	5	0.1	-1	0	2
- ON=C1c2ccccc2-c2ccc(Br)cc21
  8	7	-5	-5	-2	-1	0.6	-28	1	-6
- O=S1(=O)c2c(NCc3ccco3)cccc2Oc2ccccc2CN1Cc1cn(Cc2ccc(C(F)(F)F)cc2)nn1
  -3	.	5	0	2	-4	-8.3	3	-2	-2
- COc1cc(/C=N/OCC(=O)NC23CC4CC(CC(C4)C2)C3)ccc1OCc1ccccc1
  1	10	0	-7	1	-9	0.5	-7	-3	-2
- O=C(COC(=O)c1cc(S(=O)(=O)N2CCOCC2)ccc1Cl)Nc1ccc(Cl)cn1
  1	7	10	-3	0	-5	0.1	3	-4	0
- Cc1ccc(CNC(=O)CCS(=O)(=O)c2ccc(Br)s2)cc1
  -3	-5	0	-3	6	-10	0.7	-3	1	-3
- COc1cc(-c2cc(NC=O)c3ncc(-c4cccc(C(F)(F)F)c4)n3c2)cc(OC)c1OC
  0	1	-6	-3	-3	11	-0.2	0	-2	-2
- COc1cccc(C(c2nnnn2-c2c(C)cccc2C)N2CCN(C/C=C/c3ccccc3)CC2)c1OC (stereo not drawn)
  -6	-3	1	-2	2	-4	-0.8	5	1	-1
- O=C(C1CC1)N1CCc2cc(S(=O)(=O)NCCC3=CCCCC3)ccc21
  7	8	0	1	-2	-7	0.3	-4	0	-1
- CCOC(=O)/C(C(N)=NC)=C(\O)c1ccccc1
  -2	-6	-3	1	1	0	-1.4	4	-5	4
- CC1=C(C(=O)N2CCOCC2)C(c2ccc(-c3ccccc3)cc2)NC(=S)N1 (stereo not drawn)
  -1	4	2	2	-2	-2	0.2	5	-1	-3
- CC(=O)c1cccc(NC(=O)CN(C)S(=O)(=O)c2ccccc2)c1
  -1	3	4	4	1	-3	-0.1	-5	-8	1

Rows are unselected; 4.6% or so of the library scored in one or more.
